Polio RdRp inh – poliovirus RNA polymerase inhibition | P03300 | poliovirus polymerase elongation, fluorescence polarization; hits give low values | % elongation, % (compound at 16.7 µg/mL) | 150,000 compounds, 0.66% hits; in the data active = % elongation below about 90%; note: some results filed as inactive read as strong as hits
Target sequence (P03300 1749-2209 limits assumed): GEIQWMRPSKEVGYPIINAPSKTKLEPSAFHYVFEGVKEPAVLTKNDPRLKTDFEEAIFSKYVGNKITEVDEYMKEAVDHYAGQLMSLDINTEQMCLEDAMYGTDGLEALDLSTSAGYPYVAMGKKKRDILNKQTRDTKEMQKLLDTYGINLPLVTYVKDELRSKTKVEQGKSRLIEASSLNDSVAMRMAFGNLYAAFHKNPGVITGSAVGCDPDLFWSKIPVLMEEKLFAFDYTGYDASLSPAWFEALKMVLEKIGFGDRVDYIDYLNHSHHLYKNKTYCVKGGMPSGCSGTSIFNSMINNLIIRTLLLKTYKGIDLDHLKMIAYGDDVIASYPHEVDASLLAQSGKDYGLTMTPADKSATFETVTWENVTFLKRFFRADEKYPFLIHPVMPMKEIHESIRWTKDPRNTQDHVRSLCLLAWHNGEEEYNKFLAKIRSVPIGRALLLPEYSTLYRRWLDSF
Polio RdRp inh FP z-score – also measured in Polio RdRp inh; calls as there; z-score; measured here: FP z-score; hits read low
Active calls of the source: *. This is a subset; count on the stated rates, not on these rows.

Values run as follows: Polio RdRp inh	Polio RdRp inh FP z-score
CC(=O)Oc1ccc(Nc2ccccc2)cc1
  99.0	-1
CC1(C)CC(=O)c2c(oc3c(Cl)cc(NS(=O)(=O)c4ccc(Cl)cc4)cc23)C1
  104.0	-0.3
COC(=O)CCS(=O)(=O)c1ccc(Oc2ccc(S(=O)(=O)CCC(=O)OC)cc2)cc1
  99.0	-0.3
COc1ccc(Cc2nc3ccc(C(=O)NCc4ccccc4Cl)cc3o2)cc1
  107.0	0.1
CCOC(=O)NS(=O)(=O)c1ccccc1Cl
  101.0	-0.9
O=C(O)c1cc2c(F)cccc2s1
  104.0	0
CCOC(=O)c1noc2ncn(CC(=O)Nc3ccc(F)cc3Cl)c(=O)c12
  109.0	0.6
CC(C)c1nn2c(=O)cc(COC(=O)c3cccc(NC(=O)COc4ccc(F)cc4)c3)nc2s1
  108.0	0.3
Cc1ccc(NC2(C#N)C(=O)Nc3ccccc32)cc1 (stereo not given)
  105.0	0.8
COCCNC(=O)c1c(C)oc2nc(C)nc(N3CCOCC3)c12
  107.0	0
Cc1ccc(C)c(N2CCN(CCCNS(=O)(=O)c3ccc4oc(=O)c5ncn(C)c5c4c3)CC2)c1
  102.0	-0.1
O=c1/c(=C/c2cccc(F)c2)sc2nc(C3COc4ccccc4O3)nn12 (stereo not given)
  101.0	-0.3
N#CCCn1nnc(-c2ccc(Cl)cc2)n1
  105.0	0.4
COc1nsc(SC)c1C#N
  106.0	0.3
Cc1ccc(C(=O)COC(=O)C2c3ccccc3Oc3ccccc32)cc1C
  102.0	0.1
NC(=O)N/N=C/c1cccc(C(F)(F)F)c1
  100.0	-0.2
COc1cc(/C=C2/OC(=S)N(C)C2=O)ccc1O
  109.0	1.2
O=C1NCC2=C1C(c1ccc(Br)cc1)Nc1ccccc1N2 (stereo not given)
  100.0	0.1
O=C1CN(C(=O)c2ccc(S(=O)(=O)N3CCOCC3)cc2)C(c2ccccc2)c2cc(F)ccc2N1 (stereo not given)
  100.0	-0.5
CCOC(=O)C1CCCN(C(=O)c2cc3c(=O)n(C)c4ccccc4c3s2)C1 (stereo not given)
  103.0	0
COc1ccc(CNC(=O)/C=C/c2c(C)nn(C3CCS(=O)(=O)C3)c2Cl)cc1OC (stereo not given)
  106.0	0.3
CCOC(=O)Nc1nc2ccccc2s1
  101.0	0
Cc1ccnc(NS(=O)(=O)c2ccc(NC(=O)CSc3nc(C)cc(=O)[nH]3)cc2)n1
  102.0	0.1
CC(Sc1ncn[nH]1)C(=O)Nc1ccccc1C#N (stereo not given)
  100.0	-0.8
Cc1ccc2c(CC(=O)N3CCN(c4cccc(Cl)c4)CC3)coc2c1C
  117.0	0.1
CC1=C(C)CC(C(=O)NCc2ccc3c(c2)OCO3)C(C(=O)O)C1 (stereo not given)
  104.0	0.6
Cc1ccc(S(=O)(=O)N2CCCC2C(N)=O)cc1 (stereo not given)
  100.0	-0.1
Cc1cccc(-n2c(=O)c3c4c(sc3n3c(=S)[nH]nc23)CCCC4)c1
  100.0	-0.4
CC1(c2ccccc2)CC(C)(C)N(C(=O)CSc2ncn[nH]2)c2ccccc21 (stereo not given)
  103.0	0.2
Cc1nc(-c2ccccc2)sc1CCNC(=O)C(=O)Nc1ccc2c(c1)OCCO2
  112.0	1
NC(=O)CSc1sc(=S)sc1SCC(N)=O
  102.0	0.1
CN(C(=O)[C@H]1[C@@H]2C[C@@H]3[C@H]1C(=O)O[C@@H]3C2)c1ccccc1Cl
  102.0	0.2
O=C(c1ccccc1Br)N(Cc1ccco1)Cc1ccco1
  106.0	-0.2
CC(Oc1ccccc1)C(=O)Nc1nnc(C2CCCCC2)s1 (stereo not given)
  107.0	0.4
COc1cccc(NC(=O)C2CC3CCCN3C23C(=O)N(C)c2ccccc23)c1 (stereo not given)
  101.0	-0.4
O=c1cc(-c2ccccc2)oc2cc(O)c(O)c(O)c12
  100.0	0
Cc1cc2n(n1)CCCN2C(=O)Nc1cccc(C)c1C
  103.0	-1.2
O=C(Nc1cccnc1)c1cc2nc(C3CC3)cc(C(F)(F)F)n2n1
  101.0	-0.2
CCC(Sc1nc2ccc(Br)cc2c2nc3ccccc3n12)C(=O)NCC1CCCO1 (stereo not given)
  100.0	-0.5
COc1ccc(CN(C2CCCC2)S(=O)(=O)c2ccc(-n3cnnn3)cc2)cc1
  99.0	-0.2

Looked up above:
O=C(c1ccccc1Br)N(Cc1ccco1)Cc1ccco1 in Polio RdRp inh FP z-score is listed with -0.2
Cc1nc(-c2ccccc2)sc1CCNC(=O)C(=O)Nc1ccc2c(c1)OCCO2 in Polio RdRp inh is listed with 112.0
Cc1ccnc(NS(=O)(=O)c2ccc(NC(=O)CSc3nc(C)cc(=O)[nH]3)cc2)n1 in Polio RdRp inh FP z-score is listed with 0.1
Cc1ccc(S(=O)(=O)N2CCCC2C(N)=O)cc1 (stereo not given) in Polio RdRp inh FP z-score is listed with -0.1

Remaining list, next part:
Values run as follows: Polio RdRp inh	Polio RdRp inh FP z-score
NC(=O)c1ccccc1NC(=O)c1ccccc1
  101.0	0.1
O=C(NCCCN1CCOCC1)Nc1noc2c1COc1ccccc1-2
  99.0	-1.6
Cc1csc2ncnc(N3CCN(C(=O)Nc4ccc(OC(F)(F)F)cc4)CC3)c12
  106.0	0.3
COc1ccc(OC)c(-n2c(=S)[nH]c3cc(C(=O)NCc4ccc(F)cc4)ccc3c2=O)c1
  104.0	0.4
COc1ccc(C2(O)CCN(CC(=O)NC(C)(C)C)CC2)c(OC)c1
  104.0	0.9
CC(=O)NC1(c2ccccc2F)CCN(CC(=O)N2CCN(C(=O)c3ccco3)CC2)CC1
  105.0	0.6
Cc1ccc(S(=O)(=O)NCC(=O)OCc2cc(=O)n3cc(C)ccc3n2)cc1
  99.0	-0.7
CCc1cccc(OCC(=O)Nc2ccc(S(=O)(=O)Nc3nccs3)cc2)c1
  98.0	-0.6
C=CCN1C(=O)C(C#N)=C(C)/C(=C\c2ccc(-c3cccc(C(=O)O)c3)o2)C1=O
  99.0	-0.6
O=C(COC(=O)C1(c2ccccc2)CC1)Nc1nnc(-c2ccccc2)o1
  104.0	0
C/C(=N\NC(=O)Cc1cccs1)c1ccc(S(=O)(=O)N(C)C)cc1
  101.0	0
O=C(CCCN1C(=O)CSc2ncccc21)N1CCCCC1
  102.0	0.1
CNC(=O)c1sc(=S)n(-c2ccccc2)c1N
  100.0	-0.1
CC1=C(C(=O)Nc2ccc(C)cc2C)C(c2ccc[nH]2)n2ncnc2N1 (stereo not given)
  112.0	1.3
COc1cc(CN2CCN(S(=O)(=O)c3ccc(F)cc3)CC2)cc(OC)c1OC
  98.0	-2
N#C/C(=C\C=C\c1ccco1)C(N)=S
  84.0*	-2.9*
NNC(=O)c1csc(CS(=O)(=O)Cc2ccco2)n1
  109.0	1.2
Cc1ccc(C(=O)NCC(c2ccco2)S(=O)(=O)c2ccccc2)cc1C (stereo not given)
  108.0	0.3
CCCCc1ccc2nc(NC(=O)C3=NN(C)C(=O)CC3)sc2c1
  96.0	-0.2
c1ccc2c(c1)ncn1c3ccccc3nc21
  102.0	0.1

Shown in markdown: part of the list above.
| molecule | Polio RdRp inh | Polio RdRp inh FP z-score |
| --- | --- | --- |
| COc1ccc(OC)c(-n2c(=S)[nH]c3cc(C(=O)NCc4ccc(F)cc4)ccc3c2=O)c1 | 104.0 | 0.4 |
| NC(=O)c1ccccc1NC(=O)c1ccccc1 | 101.0 | 0.1 |
| CCc1cccc(OCC(=O)Nc2ccc(S(=O)(=O)Nc3nccs3)cc2)c1 | 98.0 | -0.6 |
| CC(Oc1ccccc1)C(=O)Nc1nnc(C2CCCCC2)s1 (stereo not given) | 107.0 | 0.4 |

Additional structures.
Values run as follows: Polio RdRp inh	Polio RdRp inh FP z-score
Cc1cc(C)c2c(c1)/C(=N/NC(=O)CCN1CCOCC1)CCC2
  105.0	0.3
Cc1noc(C)c1S(=O)(=O)N1CCC(C)CC1
  102.0	-0.1
CCOC(=O)N1CCC(NC(=O)CCNC(=O)Cn2ccc3ccccc3c2=O)CC1
  100.0	-0.4
O=C(Nc1ccc(I)cc1)C1(S(=O)(=O)c2ccc(Cl)cc2)CC1
  100.0	-0.9
CCOC(=O)c1c(C)oc2ccc(N(C(=O)c3ccncc3)S(=O)(=O)c3ccc(F)cc3C)cc12
  98.0	-1
CCC(=O)N1c2ccccc2NC2=C(C(=O)CC(C)(C)C2)C1CC1CC=C(C)C1(C)C (stereo not given)
  105.0	0.1
Cc1c(C(=O)NN=C2CCCCCC2)nnn1-c1nonc1N
  101.0	-0.2
CCCn1c(SCc2nc(N)nc(Nc3ccccc3CC)n2)n[nH]c1=O
  111.0	1
CN1/C(=C\C=N\NC(=O)Cn2cncn2)C(C)(C)c2ccccc21
  104.0	0.4
CSc1cc(/C=N/O)c(SC)s1
  99.0	-0.3
O=C1CSc2ccc(C(=O)N3CCc4ccccc43)cc2N1
  106.0	0.4
CC(OC(=O)C(c1ccccc1)c1ccccc1)C(=O)N1CCN(C(=O)c2ccco2)CC1 (stereo not given)
  100.0	-0.3
NC(=O)c1cc(S(=O)(=O)N2CCCC2)cs1
  102.0	0.2
CC(C)N1C(=O)S/C(=C/c2cc(Br)c(OCC(=O)O)c(Br)c2)C1=O
  103.0	0.2
O=S1(=O)CC2SC(=S)N(CC3CCCO3)C2C1 (stereo not given)
  99.0	-0.4
CCOC(=O)Cc1cc(=O)oc2cc(OCC)ccc12
  110.0	0.5
Cc1cc(O)cc(O)c1C(=O)Cc1cscn1
  100.0	-0.2
CC(=O)Nc1ccc(N)cc1
  101.0	-0.3
CC(=O)N1CCN(C(=S)NC2CC3CCC2C3)CC1 (stereo not given)
  99.0	-0.4
Cc1ccc(CC(=O)Nc2c(C(=O)N3CCN(c4ccccc4)CC3)oc3ccccc23)cc1
  102.0	-1.2
O=C(Cn1ncc2c([nH]c3ccccc32)c1=O)NCCC1=CCCCC1
  104.0	0.3
N#Cc1cc2cc(Br)ccc2oc1=O
  102.0	0.1
O=S1OCC(COc2cccc3ccccc23)O1 (stereo not given)
  76.0*	-3.4*
COC(=O)c1ccc2c(c1)N(CC(=O)Nc1cccc(C(F)(F)F)c1)C(=O)c1ccccc1S2
  105.0	-0.5
Cc1ccc(C)n1CCC(=O)O
  69.0*	-8.3*
CCC1CCCCN1C(=O)CSc1nc2c([nH]c3ccccc32)c(=O)n1-c1ccccc1 (stereo not given)
  99.0	-0.1
O=C(c1cccc(S(=O)(=O)N2CCc3ccccc32)c1)N1CCCCC1CO (stereo not given)
  102.0	-0.1
COc1cccc(Cn2c(SCc3ccc(C(=O)N4CCC(C)CC4)cc3)nc3ccncc32)c1
  103.0	-0.6
O=C(/C=C/c1ccccc1)N1CCCc2ccccc21
  100.0	0
Cc1ccc(C(=O)NCCN2C(=O)S/C(=C\c3ccc(F)cc3)C2=O)cc1NC(=O)c1ccco1
  103.0	-0.1
FC(F)(F)c1cc(-c2ccc(-c3ccn[nH]3)o2)cc(C(F)(F)F)c1
  103.0	0.3
CCN(CC)CCNc1ccnc2cc(Cl)ccc12
  103.0	1.6
COc1ccccc1-n1cnnc1SCc1ccc(C)cc1
  102.0	-0.1
Cc1cc(C)n2nc(C(=O)OCC(=O)N3CCN(S(=O)(=O)c4ccccc4)CC3)nc2n1
  98.0	-0.9
NNC(=O)CS(=O)Cc1cccc(C(F)(F)F)c1 (stereo not given)
  102.0	-0.1
CC(C)(C)NC(=S)N1CCSCC1
  106.0	0.6
Cc1ccc(NCc2n[nH]c(=S)n2-c2ccccc2)cc1
  99.0	-0.5
CCn1c(=NC(=O)COc2ccc(OC)cc2)sc2cccc(F)c21
  100.0	-0.3
CC1Cc2ccccc2N1C(=O)CSc1ncccc1C(=O)O (stereo not given)
  100.0	-0.4
CCOC(=O)CCn1nc(-c2ccc(C)cc2)c2ccccc2c1=O
  107.0	0.4
CCOP(=S)(OCC)C(O)c1ccccc1 (stereo not given)
  99.0	-0.4
O=C1CCCc2cc(S(=O)(=O)N3CCCC(C(=O)N4CCCCC4)C3)ccc2N1 (stereo not given)
  100.0	-0.5
C[C@]12CCC(=O)C=C1CCC1C2[C@@H](O)C[C@@]2(C)C1CC[C@]2(O)C(=O)CO (stereo not given in full)
  100.0	0.4
CC1=CC(C)C2COC(c3cccnc3)C1C2C (stereo not given)
  100.0	-0.8
Nc1cc(N)nc(SCc2noc(-c3ccc(Cl)cc3)n2)n1
  100.0	-0.4
CCOC(=O)N1CCN(CC(O)Cn2c(=O)c3c(ncn3C)n(C)c2=O)CC1 (stereo not given)
  99.0	-0.8
CC(=O)Oc1ccccc1C(=O)O
  102.0	0.6
Cc1ccc(-n2nc(C(=O)O)c(/C=C/c3ccc(Cl)cc3Cl)c(C#N)c2=O)cc1C
  99.0	-0.5
CCOC(=O)C1CCCN(C(=O)c2ccccc2F)C1 (stereo not given)
  102.0	0
COc1ccccc1-c1c(C)nn2c(N3CCN(c4cccc(Cl)c4)CC3)cc(C)nc12
  109.0	0.6
O=C(c1cc(-c2ccccc2)on1)N(Cc1ccccc1)c1ccccc1
  101.0	0.1
O=C(Nc1onc2c1CCCC2)c1ccccc1
  113.0	1.1
C=CCN1C(=O)/C(=N\N=C\c2c(C)nn(-c3ccccc3)c2C)c2ccccc21
  103.0	0.5
CCc1c(C)nc(SCC(=O)N(CC)CC)c(C#N)c1C
  101.0	0.1
O=C(OCC(=O)N(c1ccccc1)C1CCCCC1)C1COc2ccccc2O1 (stereo not given)
  103.0	-0.2
O=C(Nc1ccc(F)cc1)C(c1ccccc1)N1CCN(c2ccccc2F)CC1 (stereo not given)
  112.0	1.3
Nc1ccn(Cc2ccc(F)cc2)n1
  102.0	0.3
CCOC(=O)CC1C(=O)NCCN1C(=O)c1cc2c(=O)n3ccccc3nc2s1 (stereo not given)
  93.0	-0.7
CCOc1ccccc1NC(=O)n1ncc2cc(Cl)ccc21
  102.0	-1.1
COc1ccc2c(c1)c(CC(=O)Nc1ncccc1C)c(C)n2C(=O)c1ccc(Cl)cc1
  105.0	0.1
CCn1c(SCC(=O)c2ccccc2)nnc1-c1ccc(OC)cc1
  98.0	-0.8
Cc1ccccc1N(CC(=O)Nc1ccccc1N1CCN(C)CC1)S(C)(=O)=O
  110.0	0.8
COc1ccc(CNC(=O)c2cnc(N(C)C)nc2)cc1
  113.0	1.2

Source: PubChem
